# GPR35 antagonists: inhibition of zaprinast-stimulated GPR35 beta-arrestin translocation – imaging, U2OS, beta-arrestin-GFP, zaprinast agonist, primary screen (AID 2058); 290,000 compounds, 0.052% hits; U2OS GPR35 beta-arrestin-GFP translocation imaging, zaprinast antagonism; higher % means a stronger effect; inhibition, % at 10 µM; hits with a dose series show IC50 in µM;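 active = inhibition of at least 50% with at least 30 cells and total cytoplasm GFP at most 10,000,000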
# T cell modulator: T cell immune modulators affecting CD8 T cell-vesicle binding. 330,000 compounds, 0.068% hits. AID 2052. calls only at 7 µM. 2C CD8+ T cell-vesicle binding, flow cytometry; stronger effect = lower value;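 active = response, share of CD8 T cells binding vesicles, and their 90th percentile fluorescence all below set limits, cut at about 80% in these data, passing the limit was not always enough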
#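 Incubation: binding step 1.5 h, 37 °C, antibody labelling 20 min, ice; system: murine 2C transgenic CD8+ T lymphocytes; technique: cytometric PE anti-B7-1 and Alexa647 anti-CD8 signals after 1% paraformaldehyde fixation; also added: QL9-charged Drosophila Ld/ICAM-1/B7-1 vesicles; control set: naked versus QL9-loaded vesicles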
# Salmonella PhoP GFP: inhibitors of PhoP regulon expression, primary screen, Salmonella Typhimurium, GFP reporter (AID 1863); S. Typhimurium PhoP-regulated promoter GFP reporter, 4 h; higher % means a stronger effect; inhibition, % at 50 µM, or IC50 in µM where a hit was titrated; 300,000 compounds, 0.16% hits;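 active = inhibition over 29.93%, a cutoff 3 SD above the screen mean, later confirmed by dose response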;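 note: 0% = low Mg2+ inducing control and 100% = high Mg2+ repressing control; strong numbers were not always called active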
# GPR55 beta-arrestin: GPR55 agonists via beta-arrestin recruitment, primary screen, imaging, U2OS cells, beta-arrestin-GFP redistribution (AID 1961) | 290,000 compounds, 0.048% hits | activation, % at 10 µM, or EC50 in µM where a hit was titrated | U2OS GPR55 beta-arrestin-GFP redistribution imaging; higher % means a stronger effect;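 active = activation above 40% with more than 50 cells counted in the well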;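 note: U2OS osteosarcoma cells stably expressing GPR55 and beta-arrestin-GFP; plate controls were DMSO negative control for no effect and LPI positive control for full effect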
# West Nile antiviral: West Nile virus antiviral activity, cell-based, CPE readout (AID 1621); West Nile virus-infected cells, CPE inhibition; higher % means a stronger effect; CPE inhibition, % at 10 µM; hits with a dose series show IC50 in µM; 290,000 compounds, 0.02% hits; in the data active = a potency from the dose series; note: strong numbers were not always called active
# NTR1 ag: agonists of NTR1, primary screen, imaging, U2OS cells, beta-arrestin-GFP, high content (AID 493036) | P30989 | NTR1-U2OS beta-arrestin-GFP spot imaging, agonist mode | activation, % at 20 µM | 330,000 compounds, 0.17% hits;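 active = activation at or above 40% of the spot to cytoplasm intensity ratio, with at least 20 cells analyzed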;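 note: 0% = DMSO without peptide and 100% = 100 nM NTR1 peptide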
# Target sequence (P30989 whole entry, looked up): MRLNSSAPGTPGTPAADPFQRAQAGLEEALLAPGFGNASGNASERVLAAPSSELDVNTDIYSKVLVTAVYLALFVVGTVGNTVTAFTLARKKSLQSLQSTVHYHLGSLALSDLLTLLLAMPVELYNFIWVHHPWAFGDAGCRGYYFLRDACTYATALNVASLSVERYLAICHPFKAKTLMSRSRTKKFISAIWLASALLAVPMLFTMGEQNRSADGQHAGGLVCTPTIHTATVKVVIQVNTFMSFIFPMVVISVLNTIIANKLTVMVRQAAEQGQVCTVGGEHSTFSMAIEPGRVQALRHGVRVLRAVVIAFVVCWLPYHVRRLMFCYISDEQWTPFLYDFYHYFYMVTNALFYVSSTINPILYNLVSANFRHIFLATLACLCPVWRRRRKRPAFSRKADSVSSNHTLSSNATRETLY
# KOR beta-arrestin-1: KOR antagonists, beta-arrestin recruitment, cell-based, luminescence, uHTS (AID 1778) | 290,000 compounds, 0.091% hits | one-dose inhibition, % at 10 µM; IC50 in µM for titrated hits | KOR beta-arrestin recruitment, luminescence, antagonist mode; higher % means a stronger effect; in the data active = inhibition above about 50%; note: strong numbers were not always called active
# GPR55 antagonists: GPR55 antagonists blocking LPI-driven arrestin recruitment, primary screen, imaging, U2OS, beta-arrestin-GFP, LPI agonist (AID 2013); U2OS GPR55 beta-arrestin-GFP translocation imaging, LPI antagonism; higher % means a stronger effect; one-dose inhibition, % at 10 µM; IC50 in µM for titrated hits; 290,000 compounds, 0.13% hits;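 active = spots per cell inhibited over 60%, with over 100 cells counted and total cytoplasm intensity under 500,000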;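 note: U2OS cells stably carrying GPR55 and arrestin-GFP stimulated by 5 µM LPI near EC80; imaged beta-arrestin-GFP aggregate spots per cell after agonist stimulation; plate controls were LPI-stimulated DMSO wells for no effect and DMSO wells without LPI for full effect; some results filed as inactive read as strong as hits; confirmed hits need IC50 under 10 µM and bright autofluorescent wells are also inconclusive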
# KOR beta-arrestin-2: kappa opioid receptor activators – cell-based, luminescence, uHTS, primary screen (AID 1777); KOR beta-arrestin recruitment, luminescence; higher % means a stronger effect; activation, % at 10 µM, or EC50 in µM where a hit was titrated; 280,000 compounds, 0.02% hits; in the data active = activation above about 50%, passing the limit was not always enough; note: a part of the inactive calls stands beside numbers as strong as those of hits
# T cell modulator vesicle-bound %: recorded beside T cell modulator, whose call it bears; double positive events, %; measured here: CD8+ vesicle-bound cell fraction;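 binding gate set so that unloaded-vesicle control wells show 10% double positive cells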
# NTR1 ag cell count 20 µM: second read-out of NTR1 ag, no call of its own (marks repeat the call); cell count; measured here: cell count, cytotoxicity flag
# * hit, by the source's call; i = inactive; x = no result given; [ ] = another dose, or the depositor's remark.
SMILES,GPR35 antagonists,T cell modulator,T cell modulator vesicle-bound %,Salmonella PhoP GFP,GPR55 beta-arrestin,West Nile antiviral,NTR1 ag,NTR1 ag cell count 20 µM,KOR beta-arrestin-1,GPR55 antagonists,KOR beta-arrestin-2
CCN(CC)c1ccc(NC(=O)CCNS(=O)(=O)c2ccc3c(c2)CCC(=O)N3)c(C)c1,-2%,i,39,1%,-0.1%,0.8%,-1.0,71,13%,11%,-2.0%
CCOc1cc(NC(=O)c2ccccc2OC)c(OCC)cc1NC(=O)c1ccccc1,12%,i,60,-3%,-0.2%,-1.0%,0.0,68,-122%[20 µM],12%,-6.9%
CCN(CC(=O)NCc1ccc(Cl)cc1)S(=O)(=O)c1ccc(NC(C)=O)cc1,1%,i,35,-1%,0.3%,-0.1%,0.1,52,13%,7%,-1.1%
O=C(CCNC(=O)c1ccc(Cl)cc1)Nc1ncccc1O,5%,i,72,-2%,-0.1%,-0.8%,1.6,66,15%,5%,7.4%
CC1CC(C)CN(S(=O)(=O)c2ccc3c(c2)n(C)c(=O)c(=O)n3C)C1 (centres undefined),5%,i,47,-6%,-0.2%,0.1%,-1.9,59,-5%,-6%,5.6%
O=C(c1ccccc1)N1N=C(c2ccccc2)CC1(O)C(F)(F)F (centres undefined),-4%,i,22,-11%,0.8%,-0.6%,3.4,60,9%,-10%,0.9%
CCOc1ccc(-c2nc(N)ncc2-c2ccc(OC)cc2)c(O)c1,7%,i,6,8%,-0.2%,-0.3%,6.1,57,-16%,7%,2.2%
CC(C)(C)NC(=O)COC(=O)CCC(=O)c1ccc(Cl)cc1,-2%,i,22,13%,0.9%,0.0%,-1.7,27,-13%,12%,-6.0%
Cc1cccc(C)c1OCC(O)CN(Cc1ccccc1O)C1CCCCC1 (centres undefined),4%,i,46,-7%,-0.4%,-1.5%,5.7,51,-4%,13%,7.8%
Cc1ccc(OCc2cc(C(=O)N(C)CCn3ccnc3C)no2)cc1C,8%,i,11,2%,-0.1%,-0.8%,-1.2,61,-22%,20%,4.6%
O=C(CSc1nc2[nH]ncc2c(=O)n1-c1ccccc1)c1ccc2c(c1)OCCO2,-11%,i,50,14%,-0.1%,1.5%,36,107,14%,-15%,-6.4%
COC(=O)N/N=C/c1sc(N2CCCCC2)nc1-c1cccs1,8%,i,54,4%,0.1%,-0.7%,5.3,60,-6%,14%,2.3%
CC(C)(C)c1ccc(C(=O)Nc2cccc(-n3cnnn3)c2)cc1,-5%,i,55,5%,0.6%,0.4%,9.9,57,-65%,-4%,7.0%
CCn1c(CC(=O)Nc2ccc(F)cc2)nnc1SCC(=O)NC1CCCC1,-2%,i,18,-4%,0.0%,1.1%,-0.5,57,-29%,-2%,3.3%
COc1ccc(NC(=O)[C@@H]2[C@@H]3C(=O)N(C4CCCCC4)C(=O)[C@@H]3C3c4ccccc4C=CN32)cc1 (some centres undefined),-2%,i,14,-8%,-0.2%,0.1%,0.7,58,-22%,-7%,-7.5%
COc1cccc(C2CC(c3cccc(Br)c3)n3nc(N)nc3N2)c1 (centres undefined),-5%,i,56,-10%,0.2%,-0.4%,7.8,49,-2%,5%,-5.0%
O=C(NC(=S)Nc1ccc(N2CCCC2)cc1)c1ccccc1[N+](=O)[O-],-3%,i,48,-7%,0.2%,-1.1%,9.2,41,-4%,9%,-1.0%
CCN(CC)CCSc1nnc2c3ccccc3n(Cc3ccccc3)c2n1,-10%,i,47,x,0.3%,0.0%,5.7,53,-48%,45%,6.8%
CCc1noc(C)c1C(=O)Nc1sc(C(=O)N(C)C)c(C)c1C(=O)OC,5%,i,18,-4%,1.6%,-0.1%,-0.5,59,14%,9%,-3.8%
Cc1cccc(N=C2NC(=O)c3cc([N+](=O)[O-])ccc32)c1,9%,i,53,-7%,0.6%,-0.4%,0.0,89,0%,6%,-5.5%
C=CCN(CC=C)C(=O)CN1C(=O)NC(c2ccccc2)(c2ccccc2)C1=O,-10%,i,40,2%,-0.1%,-1.1%,-2.1,59,-3%,0%,-0.5%
Cc1ccc(-n2nnc3c(=O)n(CC(=O)NCC4CCCO4)cnc32)cc1 (centres undefined),19%,i,2,1%,0.0%,0.0%,-1.9,46,-35%,16%,0.7%
COc1ccc(N(CC(O)Cn2cnc3ccccc32)S(=O)(=O)c2ccc(C)cc2)cc1 (centres undefined),0%,i,48,11%,1.3%,-1.4%,4.9,51,24%,15%,5.7%
Cc1nc2ccc(Cl)cc2c(-c2ccccc2F)c1CC(=O)O,-7%,i,47,4%,-0.2%,2.1%,1.1,44,9%,7%,0.3%
O=[N+]([O-])c1ccc(OCCCOc2cccc3cccnc23)cc1,4%,i,66,2%,-0.2%,-1.1%,-0.8,57,-14%[20 µM],7%,-4.8%
O=C(NN=C1c2ccccc2-c2ccccc21)c1ccccn1,5%,x,x,10%,-0.1%,0.6%,15,74,-19%,14%,2.5%
CCOC(=O)c1snc2c(=O)[nH]cnc12,12%,i,52,4%,-0.3%,-0.3%,5.8,84,20%,9%,6.9%
O=S1(=O)CC(O)C(NCCO)C1 (centres undefined),26%,i,37,-7%,1.3%,0.2%,0.5,48,-23%,3%,-2.2%
COc1cc(CNCc2ccccc2)cc(Cl)c1OC,-16%,i,35,3%,0.2%,-1.2%,3.3,47,-23%[20 µM],10%,-2.3%
CCOC(=O)N1CCC(NC(=O)CSCc2nc(-c3sccc3C)oc2C)CC1,-2%,i,35,5%,-0.2%,-0.5%,-0.6,88,0%,4%,1.3%
C=CCNc1nc2ccccc2nc1NS(=O)(=O)c1ccc(Br)cc1,6%,i,62,7%,-0.3%,-0.5%,5.0,81,-20%,-6%,-5.8%
CCN(CC)CCC(C)OC(c1ccccc1)c1ccccc1 (centres undefined),-8%,i,53,-8%,0.0%,-0.9%,0.2,48,-5%,26%,-2.1%
COc1cc(C(=O)OCCC(C)C)cc(OC)c1O,4%,i,16,-1%,-0.1%,0.1%,0.0,47,17%,1%,0.3%
N#C/C(=N\Nc1ccc(F)cc1)C(=N)N1CCCCCC1,-3%,i,20,5%,1.2%,-0.8%,1.0,49,16%,4%,-5.7%
COCCN(C(=O)/C=C/c1cccc([N+](=O)[O-])c1)c1c(N)n(Cc2ccccc2)c(=O)[nH]c1=O,-10%,i,45,-6%,-0.1%,-0.4%,1.1,61,14%,2%,2.8%
c1ccc(CNc2nc(CN3CCOCC3)nc3scc(-c4ccccc4)c23)cc1,-3%,i,8,0%,1.6%,-0.3%,4.5,63,-2%,0%,16%
NS(=O)(=O)c1ccc(CCNC(=O)CSc2nc3ccsc3c(=O)n2CCCCC(=O)O)cc1,-17%,i,27,2%,0.9%,1.2%,0.7,36,3%,2%,0.0%
CCN(CCCNC(=O)CNC(=O)c1nn(-c2ccc(OC)cc2OC)c(=O)c2ccccc12)c1cccc(C)c1,10%,i,23,3%,-0.2%,1.0%,18,48,-9%,-13%,-4.2%
O=C(NC(=S)N1CCOCC1)c1ccc(F)cc1,-10%,i,66,-2%,0.0%,0.0%,-0.3,63,-11%,11%,-1.4%
Cc1ccc(NC(=O)Cn2nnc3ccccc3c2=O)cc1,-7%,i,40,-5%,0.1%,-0.2%,-1.3,52,-36%,-12%,6.2%
C=CCNC(=O)c1onc(CSc2ccc(OC)cc2)c1C(=O)O,-2%,i,48,-7%,-0.1%,-0.1%,x,x,-30%,-4%,1.0%
NC(=O)CSc1nnc(-c2ccc(S(=O)(=O)N3CCCC3)cc2)n1Cc1ccco1,-10%,i,57,5%,-0.1%,0.5%,0.1,96,2%,11%,17%
CCCCNC(=O)Cn1cnc2c(cnn2-c2ccc(C)cc2)c1=O,2%,i,55,-3%,0.2%,-0.6%,6.1,58,-24%,8%,-0.9%
COc1ccc(Nc2nnc(SCC(=O)c3cc(C)n(CC4CCCO4)c3C)s2)cc1 (centres undefined),13%,i,39,-12%,-0.1%,x,1.3,56,-4%,6%,-2.2%
O=C1c2ccccc2S(=O)(=O)N1CC1CC(c2ccc(Cl)cc2)=NO1 (centres undefined),0%,i,19,3%,0.1%,-0.4%,6.3,63,-24%,5%,1.1%

# Reformatted tab-delimited: 4 of the compounds above
Compound	GPR35 antagonists	T cell modulator	T cell modulator vesicle-bound %	Salmonella PhoP GFP	GPR55 beta-arrestin	West Nile antiviral	NTR1 ag	NTR1 ag cell count 20 µM	KOR beta-arrestin-1	GPR55 antagonists	KOR beta-arrestin-2
C=CCNc1nc2ccccc2nc1NS(=O)(=O)c1ccc(Br)cc1	6%	i	62	7%	-0.3%	-0.5%	5.0	81	-20%	-6%	-5.8%
O=C(NC(=S)N1CCOCC1)c1ccc(F)cc1	-10%	i	66	-2%	0.0%	0.0%	-0.3	63	-11%	11%	-1.4%
N#C/C(=N\Nc1ccc(F)cc1)C(=N)N1CCCCCC1	-3%	i	20	5%	1.2%	-0.8%	1.0	49	16%	4%	-5.7%
COc1ccc(Nc2nnc(SCC(=O)c3cc(C)n(CC4CCCO4)c3C)s2)cc1 (centres undefined)	13%	i	39	-12%	-0.1%	x	1.3	56	-4%	6%	-2.2%

# Continuation:
SMILES,GPR35 antagonists,T cell modulator,T cell modulator vesicle-bound %,Salmonella PhoP GFP,GPR55 beta-arrestin,West Nile antiviral,NTR1 ag,NTR1 ag cell count 20 µM,KOR beta-arrestin-1,GPR55 antagonists,KOR beta-arrestin-2
Cc1sc(NC(=O)Cn2[nH]c(=O)c3ccccc3c2=O)nc1-c1ccccc1,-1%,i,31,17%,-0.3%,-0.9%,3.2,33,19%,4%,8.1%
COC(=O)c1cn(C(=O)c2ccc(OC)c(OC)c2)c2ccccc12,0%,i,46,-3%,-0.2%,-0.6%,2.2,65,-35%[20 µM],-17%,-3.5%
CC(C)CCOCC(=O)Oc1ccccc1C(=O)O,2%,i,20,5%,0.2%,0.4%,-1.2,46,0%,4%,-3.0%
O=C(CN1CCN(C(=O)c2cccc(F)c2)CC1)Nc1ccccc1F,4%,i,37,-4%,-0.3%,-0.2%,-0.5,58,-3%,12%,3.0%
Cc1ccc(Cl)cc1NC(=O)CSc1nnc(C)n1-c1ccccc1,14%,i,23,17%,-0.1%,-0.6%,-0.6,68,-19%,9%,-5.9%
Cc1c(CCOC(=O)c2cc([N+](=O)[O-])cc([N+](=O)[O-])c2)sc[n+]1CC(=O)c1ccc(Br)cc1,-11%,i,56,4%,0.0%,-1.2%,0.2,79,-18%,-4%,-2.1%
CCN(CC)CCn1c(C)nc2c(sc3nc4c(cc32)COC(C)(C)C4)c1=O,9%,i,33,-1%,-0.2%,-0.8%,0.5,50,-22%,9%,0.1%

# Compounds were not picked by outcome, and some 0.62% of all compounds hit somewhere here.
